Screens deposited in PubChem by several laboratories.
EphB4 ephrin blk – blocks human EphB4 binding to ephrin-B2 | P54760 | EphB4 LBD / TNYL-RAW-Alexa532 peptide, fluorescence polarization | inhibition, % at 7 µM | hit rate 0.15% among 97,000 | AID 720;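 active = inhibition above the screen-wide mean inhibition plus 3 SD, cut at about 15% in these data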;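 also: 0% = DMSO wells and 100% = excess unlabeled TNYL-RAW peptide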
PLK1 PBD inh – Plk1 (human) PBD binding inhibition. inhibition, %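 (tested at about 20 µM)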. AID 693. hit rate 0.13% among 97,000. Plk1 PBD phosphopeptide binding, fluorescence polarization. P53350; in the data active = inhibition above about 34%, passing the limit was not always enough
Target sequence (P53350 whole entry, looked up): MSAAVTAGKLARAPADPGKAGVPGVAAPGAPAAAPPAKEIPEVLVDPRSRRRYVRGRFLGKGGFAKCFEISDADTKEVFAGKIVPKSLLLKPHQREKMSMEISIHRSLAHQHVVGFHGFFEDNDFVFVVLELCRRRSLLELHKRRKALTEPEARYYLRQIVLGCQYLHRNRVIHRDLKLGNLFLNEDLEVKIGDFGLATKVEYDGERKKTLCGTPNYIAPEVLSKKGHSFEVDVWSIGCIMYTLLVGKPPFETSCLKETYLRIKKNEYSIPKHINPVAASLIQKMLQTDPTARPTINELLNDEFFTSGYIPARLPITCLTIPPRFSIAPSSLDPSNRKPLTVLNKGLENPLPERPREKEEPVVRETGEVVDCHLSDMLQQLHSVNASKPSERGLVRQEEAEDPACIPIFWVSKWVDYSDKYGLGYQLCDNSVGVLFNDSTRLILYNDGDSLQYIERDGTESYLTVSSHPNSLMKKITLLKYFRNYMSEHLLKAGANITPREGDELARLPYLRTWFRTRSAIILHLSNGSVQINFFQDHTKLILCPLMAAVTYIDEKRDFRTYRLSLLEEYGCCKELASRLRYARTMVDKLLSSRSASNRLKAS
PLK1 inh – inhibitors of human PLK1 kinase | recombinant PLK1 kinase, TR-FRET peptide phosphorylation | hit rate 0.53% among 97,000 | P53350 | inhibition, % at 10 µM;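 active = inhibition of 50% or more in the single-concentration screen; inactive = inhibition below 50%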;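 also: 0% = DMSO max control and 100% = H-89 dihydrochloride min control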
LYP act – LYP (human) phosphatase activation. Q9Y2R2. recombinant LYP, DiFMUP fluorescence; 0 = plate median, 100 = signal doubled. activation, % at 2 µM. hit rate 0.11% among 96,000. AID 697;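 active = activation at 2 µM above a set limit, the mean plus 5 SD, cut at about 37% in these data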
Pyk2 oligo antag – blocks oligomerization of human Pyk2 in cells; Q14289; Q293 cells, Pyk2 FERM NanoBiT luminescence; stronger effect = lower value; z-score (the deposit names both 25 µM and 10 µM); hit rate 0.83% among 99,000;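 active = Z-score of -3 or lower, scaled per plate to the spread of control and sample wells; inactive = z-score above -3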;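 also: negative z-score means lost luminescence so less FERM oligomerization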
F-actin modifier – cytoskeleton assembly modification. hit rate 0.18% among 91,000. inhibition, % at 2 µM. HUVEC TNFa F-actin phalloidin imaging, high content;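 active = inhibition above the batch mean plus 3 SD and confirmed as a hit by visual image inspection, cut at about 30% in these data, passing the limit was not always enough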; also: strong numbers were not always called active
Rev-RRE block – disrupts HIV-1 Rev binding to RRE RNA | Rev peptide-RRE RNA binding, FRET | AID 704 | P05866 | hit rate 0.79% among 97,000 | inhibition, % at 8 µM;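 active = inhibition above the screen-wide mean plus 3 SD, cut at about 35% in these data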;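 also: 0% = median DMSO wells and 100% = median Neomycin B control wells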
Target sequence (P05866 whole entry, looked up): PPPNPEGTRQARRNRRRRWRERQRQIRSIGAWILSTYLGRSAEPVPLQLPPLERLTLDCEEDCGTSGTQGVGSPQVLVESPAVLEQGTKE
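Assay system: labelled RRE RNA duplex and labelled Rev peptide / Medium: HEPES pH 7.5 salt buffer with EDTA / Reagent: labelled Rev peptide / Schedule: 5 + 15 min at 25 °C / Signal: FRET, excitation 480 nm, emission 540 nm donor and 671 nm acceptor / Benchmarks: DMSO and neomycin B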
LYP inh 2 – blocks human PTPN22 phosphatase activity; Q9Y2R2; recombinant LYP catalytic domain, DiFMUP fluorescence; inhibition, % at 2 µM; hit rate 0.21% among 96,000;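 active = inhibition at 2 µM at or above a set limit, the screen mean plus 3 SD, cut at about 24% in these data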;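 also: 0% = DMSO with enzyme and 100% = enzyme fully blocked by orthovanadate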
FAK inh – blocks human focal adhesion kinase activity. hit rate 0.84% among 97,000. biochemical FAK kinase activity assay. inhibition, %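 (tested at 7 µM)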. Q05397; in the data active = inhibition above about 19%;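 also: 0% = DMSO and 100% = reference compound high control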
* hit, by the source's call; . = no result given.

SMILES	EphB4 ephrin blk	PLK1 PBD inh	PLK1 inh	LYP act	Pyk2 oligo antag	F-actin modifier	Rev-RRE block	LYP inh 2	FAK inh
COc1cc(Cl)cc(C#N)c1OCC(=O)O	10	-2	-6	1	1.9	-2	6	-5	2
Cc1c(C(=O)NCc2ccccc2)oc2ccc(S(=O)(=O)N3CCC4(CC3)OCCO4)cc12	-6	9	-10	13	-0.11	-21	-1	-9	0
O=C(CCc1ccc(S(=O)(=O)NCc2ccccc2)cc1)NCc1ccc2c(c1)OCO2	-4	-35	-5	-5	0.61	-8	9	7	-1
COC(=O)c1cccc(Oc2nc3c(c(=O)n(C)c(=O)n3C)n2C(C)C)c1	5	12	-23	-4	.	-21	10	3	9
CCOc1ccc(NCC2CCOC(C)(C)C2)cc1 (stereo not given)	5	-22	3	4	0.3	20	-4	-3	-1
CC1CN(C(=O)c2nn(C)cc2[N+](=O)[O-])CC(C)O1 (stereo not given)	-3	1	-9	-4	0.78	-22	6	6	-1
CCOC(=O)C1=C(CN2CCOCC2)NC(=O)NC1c1cc(C)ccc1C (stereo not given)	1	4	-15	-1	-1.3	9	7	0	-1
Cc1nn(-c2ccccc2)cc1/C=N/O	2	7	33	-5	0.75	13	3	3	5
O=C(c1cc2ccccc2o1)c1cccs1	-3	-3	-15	-2	-0.01	59	3	1	2
CSc1cccc(NC(=O)C2CCCN(S(=O)(=O)c3cnc[nH]3)C2)c1 (stereo not given)	7	29	-2	-6	.	7	2	4	-3
COc1ccc2c(c1)c(CCN1C(=O)c3ccccc3C1=O)cn2C(=O)c1ccco1	-7	-9	-10	8	1.2	12	-1	-13	10
CSC1=NCCN1C(=O)c1ccc(Br)o1	-1	-1	6	-4	.	16	10	0	-10
COc1ccc(CNC(=O)C(c2cccs2)N(C(=O)c2csnn2)C2CC2)cc1 (stereo not given)	-7	-8	-8	-5	-0.08	9	2	6	0
O=C(/C=C/Sc1ccccc1)c1ccc(Cl)cc1	1	-8	-6	6	-0.29	-2	8	-5	-2
Cc1nn(Cc2ccc(Cl)cc2)c(C)c1NC(=O)Cn1nc([N+](=O)[O-])c(Cl)c1C	-5	-8	-14	-3	1.3	1	1	6	-1
COc1ccccc1CNC(=O)CCn1c(=O)oc2ccccc21	-6	-7	-10	-2	.	-10	-1	0	0
CC(=O)N(C)c1nnc(-c2cnccn2)s1	-9	0	-8	4	-0.56	-12	4	-2	1
COc1ccc(CCNc2nc(N3CCOCC3)nc(N3CCOCC3)n2)cc1OC	9	7	-8	-10	-0.4	.	10	9	0
CN1C(=O)C2(Nc3ccccc3-c3nc4ccccc4n32)c2ccccc21 (stereo not given)	-7	-17	-4	-6	-2.2	-7	8	6	2
COc1ccc(CN2CCN(C(=O)c3ccco3)CC2)cc1OCc1ccccc1	-2	-13	-17	5	-0.97	-1	7	-6	5

Next section; the last 5 above are carried over.
SMILES	EphB4 ephrin blk	PLK1 PBD inh	PLK1 inh	LYP act	Pyk2 oligo antag	F-actin modifier	Rev-RRE block	LYP inh 2	FAK inh
COc1ccccc1CNC(=O)CCn1c(=O)oc2ccccc21	-6	-7	-10	-2	.	-10	-1	0	0
CC(=O)N(C)c1nnc(-c2cnccn2)s1	-9	0	-8	4	-0.56	-12	4	-2	1
COc1ccc(CCNc2nc(N3CCOCC3)nc(N3CCOCC3)n2)cc1OC	9	7	-8	-10	-0.4	.	10	9	0
CN1C(=O)C2(Nc3ccccc3-c3nc4ccccc4n32)c2ccccc21 (stereo not given)	-7	-17	-4	-6	-2.2	-7	8	6	2
COc1ccc(CN2CCN(C(=O)c3ccco3)CC2)cc1OCc1ccccc1	-2	-13	-17	5	-0.97	-1	7	-6	5
Cc1nc2nc(COc3ccccc3)[nH]n2c(=O)c1C	-6	-3	-3	-2	0.18	-10	3	-1	-4
COc1ccc(C(C(O)C(=O)c2c[nH]c3ccccc23)N2CCN(c3ccc(OC)cc3)CC2)cc1 (stereo not given)	-6	-4	6	-7	-0.13	-56	-4	4	-2
O=C(NCc1ccc2c(c1)OCO2)c1ccc(N2CCCC2=O)cc1	-2	-3	-12	-11	1.8	3	-4	9	0
COc1ccc(-c2csc(N(Cc3ccccc3)C(=O)COc3ccc(Cl)cc3)n2)cc1	6	7	-4	-11	0.22	24	11	14	2
CCSc1cc(C)nc2ncnn12	0	3	-19	1	-0.8	3	2	1	2
O=C(O)CCCCCNS(=O)(=O)c1cccc2nsnc12	0	-2	0	0	-0.23	2	6	2	-1
Cc1ccc(CC2CC(=O)N(Cc3ccco3)C2=O)cc1 (stereo not given)	-4	15	0	-4	0.01	.	-1	4	0
COc1c(Cl)cc(Cl)cc1CNCCNCC(C)O (stereo not given)	6	-50	-5	4	1.7	35	8	-2	-1
CC(=O)Nc1ccc(NC(=O)/C(Cl)=C/c2ccccc2)cc1	-4	11	-5	7	0.36	0	-1	-3	-5
C/C(=N\NC(=O)C1CCCN(S(=O)(=O)c2ccccc2)C1)c1ccncc1 (stereo not given)	-14	11	-8	-11	-0.35	9	-6	14	-2
CC1(C)CC(=O)C2=C(C1)N(Cc1ccco1)C(=O)C2(NC(=O)c1ccc(Cl)cc1Cl)C(F)(F)F (stereo not given)	2	21	-6	-9	-0.01	-20	8	13	2
CCOC(=O)c1sc(NC(=O)c2ccc(C)o2)nc1C	-3	18	-8	2	-0.43	11	-1	-5	-3
CCN(CC)c1ccc(N2C(=O)/C(=C/c3cccs3)SC2=S)cc1	-5	-22	-7	1	0.69	13	5	-4	2
CC(=O)C1=C(c2ccccc2)NC(=O)NC1c1ccccc1OCC(=O)NCc1ccccc1 (stereo not given)	3	12	-5	3	-2.2	-5	14	-1	0
Cc1ccc(Cl)cc1NC(=O)c1ccc(CSc2nnnn2C)cc1	-4	-8	-13	-2	1.6	-44	13	5	3
O=S(=O)(Nc1ccc(F)cc1)c1ccc(NC(=S)Nc2ccccc2)cc1	1	-7	-6	-6	1.4	-5	5	8	4
COc1ccc(CN2C(=O)[C@@H]3C(c4ccccc4Cl)=NO[C@@H]3C2=O)cc1	3	16	-2	-7	0.13	-22	7	7	11
O=C(Nn1c(-c2ccc(F)cc2)nc2ccccc2c1=O)C1CCCCC1	2	-18	-2	-6	-0.28	-8	6	8	0
CCS(=O)(=O)N1CCC(C(=O)NCc2cccs2)CC1	5	4	-5	6	1.3	8	11	-8	-2
CCOC(=O)N1CCN(C(=O)CN(c2ccc(Oc3ccccc3)cc2)S(C)(=O)=O)CC1	1	-9	3	-2	0.79	-14	4	0	0
Cc1ccc(C)c(S(=O)(=O)NCc2ccc(C(=O)N3CCC(Cc4ccccc4)CC3)cc2)c1	8	-33	-2	-6	-1.1	28	0	9	0
N#CC1=C(N)SC(N)=C(C#N)C1C1CC=CCC1 (stereo not given)	1	14	7	10	0.99	.	6	-12	2
c1ccc(N2CCN(c3ncccn3)CC2)cc1	3	-21	-17	-9	0.85	.	6	11	3
Cc1ccc(C(C)C)c(OCc2ccc(-c3nnco3)cc2)c1	-1	22	3	-8	-0.88	25	9	5	-3
Cc1ccc(S(=O)(=O)NNC(=O)c2sccc2-n2cccc2)cc1	-1	0	-8	-2	0.15	-19	7	3	-2
O=C(NCCCn1ccnc1)C(=O)NCc1ccc(Cl)cc1	-4	-12	-9	13	-0.29	-11	4	-14	0
CCn1c(COc2ccc3c(c2)CCCC3)nnc1SCC(=O)Nc1nccs1	2	2	-6	-8	0.39	-14	11	10	3
Cc1cccc(CN2C(=O)CCSc3ccc(Cl)cc32)c1	-1	-6	-14	-2	-1.4	10	13	5	0
CCOCC(=O)N1CCN(c2ccc(F)cc2)CC1	0	-3	-3	-6	-0.9	-30	3	9	1
COc1cccc(-c2nc(CS(=O)(=O)CC(=O)NCc3ccc(Cl)cc3)c(C)o2)c1	-1	-22	-5	-3	.	8	4	2	-4
O=C(NCCCN1CCOCC1)c1cc(-c2ccc(Br)cc2)on1	-2	-21	-6	-4	0.78	6	1	1	-3
CN(C(=O)COc1ccccc1)c1nnc(-c2cccnc2)s1	-6	24	6	-1	-0.58	-55	1	0	3
CCOc1ccc(CNCc2cccnc2)cc1	-9	-3	-10	-5	0.26	5	2	6	2
O=S1(=O)c2cccc3cccc(c23)N1Cc1ccc(-c2nnco2)cc1	9	-18	-5	6	-0.63	40	10	-6	0
CCOC(=O)C1CCN(c2ncnc3c2cnn3-c2ccc(OC)cc2)CC1	-8	7	-6	3	-0.14	.	6	-5	-2
O=C(CS(=O)(=O)c1c[nH]c2ccccc12)N1CCCc2ccccc21	-1	-12	-3	-10	.	-8	1	7	0
Cc1csc(NC(=O)CSc2nnc(-c3ccccn3)n2-c2ccc(C)c(C)c2)n1	-4	-3	-14	2	-0.61	4	1	-3	1
COc1ccc2[nH]c(=O)c(CN(Cc3ccco3)Cc3nnnn3Cc3ccccc3)cc2c1	-11	-19	-12	4	1.9	-9	10	-4	-3
COc1cccc(C2CC(c3ccc(Cl)cc3)n3nc(N)nc3N2)c1 (stereo not given)	-3	2	-21	1	.	-21	12	-1	5
C/C(CC(=O)Nc1ccc(Cl)c(Cl)c1)=N\NC(N)=S	9	4	8	12	0.66	0	-6	-9	-4

Seven entries out of the list, ordered by length of the SMILES, rising:
SMILES	EphB4 ephrin blk	PLK1 PBD inh	PLK1 inh	LYP act	Pyk2 oligo antag	F-actin modifier	Rev-RRE block	LYP inh 2	FAK inh
CCOc1ccc(CNCc2cccnc2)cc1	-9	-3	-10	-5	0.26	5	2	6	2
CN(C(=O)COc1ccccc1)c1nnc(-c2cccnc2)s1	-6	24	6	-1	-0.58	-55	1	0	3
O=C(NCCCN1CCOCC1)c1cc(-c2ccc(Br)cc2)on1	-2	-21	-6	-4	0.78	6	1	1	-3
CCOC(=O)C1CCN(c2ncnc3c2cnn3-c2ccc(OC)cc2)CC1	-8	7	-6	3	-0.14	.	6	-5	-2
O=C(CS(=O)(=O)c1c[nH]c2ccccc12)N1CCCc2ccccc21	-1	-12	-3	-10	.	-8	1	7	0
Cc1csc(NC(=O)CSc2nnc(-c3ccccn3)n2-c2ccc(C)c(C)c2)n1	-4	-3	-14	2	-0.61	4	1	-3	1
COc1ccc2[nH]c(=O)c(CN(Cc3ccco3)Cc3nnnn3Cc3ccccc3)cc2c1	-11	-19	-12	4	1.9	-9	10	-4	-3
